KDM5B inhibitor = KDM5B demethylase inhibition; Q9UGL1; KDM5B demethylase, FDH-coupled NADH fluorescence (FDH is formaldehyde dehydrogenase); Potency, µM (top dose mostly 57.7 µM), for inactives: top-dose activity change, negative = inhibition, hits mostly inhibitors; 220,000 tested, 2.6% active; active = well fitted inhibition curve with a large enough effect; inconclusive = small, poorly fitted or top-dose-only effect; inactive = no such curve, though single readings can be large or run the other way; also: 0% is about no effect; nearly all actives have a fitted effect of over 70% in size
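Compound dilutions met 200 nM (final) KDM5BΔAP for 10 min at room temperature before substrate addition. The substrate mix held 12.5 µM H3K4me3 with cofactors 25 µM α-ketoglutarate and 50 µM Fe²⁺. NADH signal gain over 30 min defined activity.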
Starred values were filed as active, the others as inactive; u = inconclusive; & = joins results of further samples; [ ] = remark or other dose. Potency is read from the fitted curve at half-maximal effect.

Start of the data: the first five records, ahead of the listing:
SMILES | KDM5B inhibitor
COc1ccc(OCCCN)cc1 | 1%
COC(=O)CCn1cnc2onc(-c3cc(F)cc(F)c3)c2c1=O | -29%
COc1ccc(C(F)(F)F)cc1N/C=C/c1nnnn1-c1ccc2ccccc2c1 | u
COc1ccc(Cl)cc1C(=O)Nc1ccc(C(C)(C)C)cc1 | 12%
COc1cc(C(=O)Nc2ccc3oc(C)nc3c2)cc(OC)c1Br | 6%

The whole of this part, repeating the preview:
SMILES | KDM5B inhibitor
COc1ccc(OCCCN)cc1 | 1%
COC(=O)CCn1cnc2onc(-c3cc(F)cc(F)c3)c2c1=O | -29%
COc1ccc(C(F)(F)F)cc1N/C=C/c1nnnn1-c1ccc2ccccc2c1 | u
COc1ccc(Cl)cc1C(=O)Nc1ccc(C(C)(C)C)cc1 | 12%
COc1cc(C(=O)Nc2ccc3oc(C)nc3c2)cc(OC)c1Br | 6%
CC(=O)Nc1ccc(NCC(=O)c2ccccc2)cc1 | u
O=C(Cn1c(=O)c2c(ncn2C2CCCC2)n(Cc2ccccc2)c1=O)NC1CCS(=O)(=O)C1 (configuration not stated) | 8%
CCc1nc(C)c(C(=O)N[C@H]2[C@@H]3CCO[C@@H]3[C@@H]2C2CCCC2)o1 | 15%
C[C@H](NC(=O)Cn1ccc2cc(OCc3ccccc3)ccc21)C(=O)O | -11%
Cc1ccccc1CN1CCn2nnc(-c3nc(-c4ccsc4)no3)c2C1=O | -13%
O=C(NCc1cccnc1)[C@@H]1C[C@@H](O)CN1C1CCN(C(=O)Cc2cccc(F)c2)CC1 | -4%
Cc1nn(Cc2cccc(C(=O)NN)c2)c(C)c1Cl | -4%
O=C1CCCC(=O)C1C1c2ccccc2CCN1C(=O)CCl (configuration not stated) | 2%
NC(=O)[C@H](Cc1cccs1)NC(=O)[C@@]1(O)C[C@@H](O)[C@H](O)[C@@H](NC(=O)c2ccc(F)c(Cl)c2)C1 | 33%[activator]
Cc1cccc(S(=O)(=O)N2CCN(c3ccc(Nc4ccccc4)nn3)CC2)c1 | -12%
O=S1(=O)CCC(n2nccc2-c2ccccc2)C1 (configuration not stated) | 29%
O=C1NC(C(=O)NCC2CCCCC2)Cn2cccc21 (configuration not stated) | 11%
Cc1ccc(S(=O)(=O)Nc2nc3ccccc3nc2Nc2cccc(C(=O)O)c2)cc1C | -18%
O=C(Nc1cccnc1)N1CCOC[C@H](Oc2ccccc2)C1 | -10%[86.2 µM]
Cc1cnc(-c2cccnc2)n1C1CCN(C(=O)c2ccncc2)CC1 | -8%
COc1ccc(C2C(=O)N(C3CCCCC3)CC(=O)N2C2CCCCC2)cc1 (configuration not stated) | u
CNC(=O)NC(=O)C(C)Sc1ncc(-c2ccc(F)cc2)n1CC(C)C (configuration not stated) | 20%
CC(C)c1ccc(Nc2ncnc3c2nc2n3CCCC2)cc1 | u
COc1ccccc1CNC(=O)c1cc2cccc3c2n1CCS3 | u
CCCCNC(=O)NC(c1ccccc1)c1ccccn1 (configuration not stated) | 29%

(listing goes on)
SMILES | KDM5B inhibitor
CCCCOc1ccc(C(=O)OCC(=O)c2cccs2)cc1 | 6%
CCOc1ccc(CCNC(=O)C2CCN(C(=O)N3CC(CC)Oc4ccccc43)CC2)cc1 (configuration not stated) | u
COc1ccccc1C(=O)NCc1nnc2cc(-c3nc(C)no3)ccn12 | 10µM*
C[C@@H](NC(=O)c1cccs1)c1c(-c2ccc(F)cc2)noc1C(=O)O | u
Cc1cc(C[C@@H]2COC[C@@H]2NC(=O)c2ccc(-c3nnn(C)n3)cc2)on1 | -12%
Cc1[nH]c2ccccc2c1C(=O)C(=O)NCC(=O)N(C)C | 6%
CC(C)(C)c1ccc2c(c1)OCCOCCOCCO2 | 7%
N#CCCNc1ccc2c(c1)OCCO2 | 11%
CN(C)c1ccc(NC(=O)CN2CCN(c3ccc([N+](=O)[O-])c4cnccc34)CC2)cc1 | -11%
Cc1ccccc1CN1CCC2(Cc3ccccc3CNC2=O)C1 (configuration not stated) | -5%[149 µM]
CCOC(=O)N1CCN(C(=O)c2cc(-c3ccccn3)nc3ccccc23)CC1 | 16%
COc1ccc(C[N+]2=C(N)NC3=C(C)Cn4c(=O)n(-c5ccccc5)c(=O)n4C3C2)c(OC)c1 (configuration not stated) | u
CN1c2cccnc2CN(Cc2cccc(Cl)c2)CC[C@H]1CO | -18%[86.2 µM]
Cc1nc(Oc2ccc3ccc(=O)oc3c2)c2c3c(sc2n1)CC(C)CC3 (configuration not stated) | 17%
O[C@H]1CC[C@@H](Cc2cc(-c3ccc(F)cc3)on2)O[C@@H]1CNCc1cccnc1 | 71%[activator][86.2 µM]
Cn1ncc2c(C(=O)NCCc3ccc(Cl)cc3)cc(-c3ccc(Cl)cc3)nc21 | u
O=C(c1ccc[nH]1)N1CCCC(n2cc(-c3nc(-c4ccccc4)no3)nn2)C1 (configuration not stated) | -15%
Clc1ccc(CSc2nncn3c2cc2occc23)cc1 | u
O=C(CN1CCN(C(=O)c2ccc(OCC(F)(F)F)nc2)CC1)Nc1ccc(F)cc1 | -8%
O=C(N[C@H]1CCN2C(=O)N(c3ccc(F)c(Cl)c3)C(=O)[C@@H]2C1)c1cccs1 | -10%[86.2 µM]
CCCn1c(C)c(CC(=O)N(C)Cc2nnc(C)o2)c2c1CC(C)(C)CC2=O | -28%
COc1ccc(-c2cc(-c3ccccc3)nc(NC(=O)CN3CCCCCC3)n2)cc1 | u
CC(=O)c1cc(C)cc(C(C)=O)c1O | 23%
CCOc1ccc(CNC(=O)CN2C(=O)CSc3ccc(S(=O)(=O)N4CCOCC4)cc32)cc1OC | -9%
Cc1ccc(S(=O)(=O)c2nnn3c2nc(NC2CCCCC2)c2sccc23)cc1 | -63%

Single entries from the results shown.
In KDM5B inhibitor, CC(C)(C)c1ccc2c(c1)OCCOCCOCCO2 has the entry 7%
In KDM5B inhibitor, Cc1ccc(S(=O)(=O)c2nnn3c2nc(NC2CCCCC2)c2sccc23)cc1 has the entry -63%
In KDM5B inhibitor, O=C(CN1CCN(C(=O)c2ccc(OCC(F)(F)F)nc2)CC1)Nc1ccc(F)cc1 has the entry -8%
In KDM5B inhibitor, N#CCCNc1ccc2c(c1)OCCO2 has the entry 11%

The listing continues.
SMILES | KDM5B inhibitor
O=S(=O)(NCc1ccnc(OCc2ccccc2)c1)N1CCCCC1 | -8%
N#Cc1nc(-c2ccc(S(=O)(=O)N3CCCCCC3)cc2)oc1NCc1ccco1 | u
Cc1ccnc(SCCn2c(N3CCN(CCO)CC3)nc3c2c(=O)n(C)c(=O)n3C)n1 | 2%
C[C@]1(CO)[C@H]2Cc3sc(NC(=O)c4ccco4)nc3[C@@H](CC(=O)NCc3cccnc3)[C@]2(C)CC[C@H]1O | 7%
COc1ccccc1C(=O)NC(=S)Nc1cccnc1Cl | -11%
Cc1ccc(C)c(Cn2nnc(C(=O)NCc3ccc(Cl)cc3Cl)c2N)c1 | -11%
CC(=O)N1CCC2(CC1)OC(=O)N(Cc1ccc(O)cc1)C2(C)c1ccccc1 (configuration not stated) | -23%[86.2 µM]
COCCOCC(=O)NCCc1noc(-c2ccccc2)n1 | 7%
COc1ccc(CN2CCOc3nc(-c4ccc(O)c(F)c4)ncc3C2=O)cc1 | 32µM*
COc1ccc(C(=O)O)cc1S(=O)(=O)Nc1cc(Cl)ccc1OCC(F)(F)F | 11%
COc1cc(CNC(=O)c2c(C)noc2-c2cc(OC)c(OC)c(OC)c2)cc(OC)c1 | 28µM*
Cc1nc(-c2ccccc2)nc2n[nH]c(N)c12 | 21%
CSc1ccc(CNC(=O)c2ccc3c(c2)N(C)C(=O)C2CCCCN32)cc1 (configuration not stated) | u
Cc1ccc(-n2nnnc2CNC(=O)c2ccccc2S(C)(=O)=O)cc1C | -7%
COCCN1CCC(CN(Cc2ccncc2)C(=O)c2cnccn2)CC1 | -11%
Cc1ccc2nc3n(c2c1)[C@@H](CNCc1ccc(C(=O)O)cc1)COC3 | -32%[86.2 µM]
Cc1cccc(NC(=O)N2CCc3c(c4ccccc4n3C)C2)c1C | 22µM*
O=C1CC2CCN(C(=O)c3ccc(F)cc3)CC2CCN1 (configuration not stated) | 4%[149 µM]
Cn1c(=O)[nH]c2cc(-c3noc(-c4cccc(Cl)c4)n3)ccc21 | -9%
O=C1CN(C(=O)c2ccccc2)C(c2ccccc2)c2cc(Cl)ccc2N1 (configuration not stated) | 8%
COc1ccc(CNC(=O)N2CCC(C3CCN(S(C)(=O)=O)CC3)C2)cc1 (configuration not stated) | -17%
COc1ccccc1OCC(=O)Nc1cc(-c2ccc(Cl)cc2)no1 | 6%
Cc1nnc(NC(=O)c2ccccc2)s1 | -13%
Cc1nc(CNC(=O)CCN2Cc3ccccc3OC(c3ccccc3F)C2)cs1 (configuration not stated) | 6%
CCC1(N2CCN(S(=O)(=O)c3cccs3)CC2)CCN(S(C)(=O)=O)C1 (configuration not stated) | -3%

An excerpt taken from the entries so far:
SMILES | KDM5B inhibitor
COc1cc(CNC(=O)c2c(C)noc2-c2cc(OC)c(OC)c(OC)c2)cc(OC)c1 | 28µM*
Cc1nc(-c2ccccc2)nc2n[nH]c(N)c12 | 21%
CSc1ccc(CNC(=O)c2ccc3c(c2)N(C)C(=O)C2CCCCN32)cc1 (configuration not stated) | u
Cc1ccc(-n2nnnc2CNC(=O)c2ccccc2S(C)(=O)=O)cc1C | -7%
COCCN1CCC(CN(Cc2ccncc2)C(=O)c2cnccn2)CC1 | -11%
Cc1ccc2nc3n(c2c1)[C@@H](CNCc1ccc(C(=O)O)cc1)COC3 | -32%[86.2 µM]

Additional compounds.
SMILES | KDM5B inhibitor
O=C(COc1ccc(Cl)cc1Cl)Nc1ccc2c(c1)N(C(=O)c1cccnc1)CCC2 | 14%
COc1ccc(Nc2nc(N)c(C(=O)c3ccc(F)cc3)s2)cc1 | 12%&-3%
Cc1oc(C(O)c2ccccc2)nc1C(=O)Nc1ccc2[nH]c(=O)oc2c1 (configuration not stated) | -5%[86.2 µM]
COCCNC(=O)C1CCCN(C(=O)c2cc3ccccc3[nH]2)C1 (configuration not stated) | 8%
COc1ccc(NC(=O)C2CCC(CNS(=O)(=O)c3ccc(Br)s3)CC2)cc1OC (configuration not stated) | -3%
COc1ccc(-c2nc(C)nc3c2CN(C(=O)c2ccccc2)CC3)cc1 | u
COc1ccccc1N1CCN(S(=O)(=O)c2ccc(-c3ccno3)cc2OC)CC1 | -23%
CCOc1ccccc1C1C(C(=O)Nc2ccccc2)=C(C)Nc2nc(-c3ccccc3)nn21 (configuration not stated) | -24%
CCn1cc(CN2CCCC(CNC(=O)c3cccc(OC)c3OC)C2)cn1 (configuration not stated) | -27%
O=C(C1CN(c2ccccc2)C(=O)N1)N1CCN(Cc2ccccc2)CC1 (configuration not stated) | -12%
COc1ccccc1C(=O)Nc1ccc2oc(-c3ccccc3F)cc(=O)c2c1 | -1%
C[C@H](C(=O)NCCN1CCOCC1)C1CC[C@@]2(C)Cc3sc(CSc4ccccc4)nc3[C@@H](C)[C@@H]2[C@H]1O (some centres not stated) | -28%
O=Cc1cccc(-c2cc(F)cc(F)c2)c1 | 17%[230 µM]
O=C1NCCOCCN(S(=O)(=O)c2ccccc2)[C@@H]2CCCC[C@H]12 | 12%
O=C(Nc1ccc(C(F)(F)F)cc1)C1CCC(CNS(=O)(=O)c2cccc3nsnc23)CC1 (configuration not stated) | u
CCOC(=O)c1c(C)[nH]c(C(=O)N2CCN(C(=O)OCC)CC2)c1C | 32%
CCn1cc(S(=O)(=O)N2CCC3(CCCN(CC4CC4)C3=O)C2)cn1 (configuration not stated) | -12%
COc1ccc(C2Cn3nnc(-c4noc(C5CC5)n4)c3CO2)cc1 (configuration not stated) | 20%
Cc1ccc(-c2noc([C@@H]3Cc4nc[nH]c4CN3C(=O)c3ccc(F)cc3)n2)cc1 | 11%[86.2 µM]
Cc1cc2oc(C(=O)NCC(c3cccs3)N3CCCC3)cc(=O)c2cc1Cl (configuration not stated) | -8%
CNC(=O)C(C)S(=O)(=O)Cc1cc(Cl)c2c(c1)OCO2 (configuration not stated) | 0%
CCOC1CCN(C(=O)c2ccccc2-c2ncc(-c3ccc(C)cc3)o2)CC1 | u
CCCN(C)c1nccnc1OC1CCN(C(=O)CC(C)C)C1 (configuration not stated) | u
Cc1ccc(C(=O)C(C)OC(=O)C23CC4CC(CC(O)(C4)C2)C3)cc1 (configuration not stated) | 20%
COCc1cc(C)nc2sc(C(=O)Nc3ccc(OC(F)(F)F)cc3)c(N)c12 | u

Next section:
SMILES | KDM5B inhibitor
O=C(CN1C(=O)NC2(CCCCC2)C1=O)Nc1ccc(Br)cc1F | 19%
COc1ccccc1-c1cc(NCc2cccnc2)c2onc(C)c2n1 | -11%[86.2 µM]
Cc1ccc(CNC(=O)C2CCN(S(=O)(=O)c3ccc4[nH]c(=O)ccc4c3)CC2)cc1 | u
CC(C(=O)NC1CC1)[C@@H]1CC[C@@]2(C)CC[C@H](NC(=O)C3CC3)[C@@H](C)[C@@H]2[C@H]1O (some centres not stated) | -9%[86.2 µM]
CCN(CC)c1ccc(NC(=O)CCc2nc3cccnc3n2Cc2cccs2)c(C)c1 | -20%
COc1ccc(C2CC(=O)c3cc(-c4nc(-c5ccc(Cl)cc5)c(C)s4)c(=O)[nH]c3C2)cc1 (configuration not stated) | -14%
Cc1ccc(NC(=O)CC2SCCNC2=O)cc1[N+](=O)[O-] (configuration not stated) | 3%
CC[C@H]1CN(C(=O)N2CCOCC2)CC[C@H]1CC(=O)N1CCOCC1 | 7%[86.2 µM]
CC(C)C1=NOC2(CCCN(C(=O)c3ccccc3)C2)C1 (configuration not stated) | 8%[149 µM]
CC1CN(C(=O)COC(=O)c2cc3ccccc3cc2O)CC(C)O1 (configuration not stated) | -26%
CCN1C(=O)c2ccccc2Sc2ccc(NC(=O)Nc3cc(C)cc(C)c3)cc21 | -7%
CC(C)NCC(=O)NC(=O)NC(C)C | -27%
O=C(CCc1ncc(-c2ccc(Cl)cc2)o1)NC12CC3CC(CC(C3)C1)C2 | 0%
O=C(NC1CC1)c1ccc2ccnn2c1 | 32µM*

Source: PubChem BioAssay

These rows are one share of the data; count on the stated rates, not on these rows.
